Screening results as filed in PubChem.
dFosB activator = enhances mouse delta FosB homodimer DNA binding; purified delta FosB, TAMRA-CDK5 oligo fluorescence polarization; percent of positive-control signal above neutral wells; hit rate 0.99% among 340,000; activation, % at 25 µM; AID 493131;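 active = mean activation above about 17%, with every replicate also reaching it, limit read from the data, passing the limit was not always enough; inconclusive = only one of the two conditions met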;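 note: fluorescence polarization rise as delta FosB binds a TAMRA Cdk5 AP-1 oligo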
Target sequence (P13346 whole entry, looked up): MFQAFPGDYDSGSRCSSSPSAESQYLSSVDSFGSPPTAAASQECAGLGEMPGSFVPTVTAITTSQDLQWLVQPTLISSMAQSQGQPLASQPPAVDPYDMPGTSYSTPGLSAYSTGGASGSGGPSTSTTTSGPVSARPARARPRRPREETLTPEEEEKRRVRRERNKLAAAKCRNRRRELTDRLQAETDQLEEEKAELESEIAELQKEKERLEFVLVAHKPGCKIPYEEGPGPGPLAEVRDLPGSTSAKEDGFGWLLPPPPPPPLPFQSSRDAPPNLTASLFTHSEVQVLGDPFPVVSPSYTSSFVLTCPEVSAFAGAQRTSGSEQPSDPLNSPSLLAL
NSD2 HMT inh = blocks human histone methyltransferase NSD2; inhibition, % at 12.5 µM; AID 743445; O96028; NSD2 peptide methylation, AlphaScreen, 120 min; hit rate 0.54% among 310,000; in the data active = inhibition above about 50%
CDK5 p35 inh = blocks human CDK5/p35 kinase activity; Q00535+Q15078; Recombinant CDK5/p35, ADP-Glo luminescence, 60 min; inhibition, % at 10 µM; hit rate 0.01% among 330,000;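 active = highest replicate inhibition of at least 50% and at least 75% of replicates reaching 50%; inconclusive = only one of the two criteria met; inactive = both criteria failed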;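 note: plate controls were DMSO neutral control for no effect and GW8510 at 10 µM for full effect; many of its hits are not listed in these tables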
Target sequence (Q00535 whole entry, looked up): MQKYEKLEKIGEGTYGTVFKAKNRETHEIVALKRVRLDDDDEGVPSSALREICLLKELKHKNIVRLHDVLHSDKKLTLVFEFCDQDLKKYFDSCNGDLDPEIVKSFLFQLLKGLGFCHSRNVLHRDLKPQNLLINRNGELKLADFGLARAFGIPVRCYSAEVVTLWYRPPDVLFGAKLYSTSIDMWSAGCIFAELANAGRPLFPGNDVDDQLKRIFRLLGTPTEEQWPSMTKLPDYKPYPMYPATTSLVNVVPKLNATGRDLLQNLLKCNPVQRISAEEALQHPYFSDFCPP
Target sequence (Q15078 whole entry, looked up): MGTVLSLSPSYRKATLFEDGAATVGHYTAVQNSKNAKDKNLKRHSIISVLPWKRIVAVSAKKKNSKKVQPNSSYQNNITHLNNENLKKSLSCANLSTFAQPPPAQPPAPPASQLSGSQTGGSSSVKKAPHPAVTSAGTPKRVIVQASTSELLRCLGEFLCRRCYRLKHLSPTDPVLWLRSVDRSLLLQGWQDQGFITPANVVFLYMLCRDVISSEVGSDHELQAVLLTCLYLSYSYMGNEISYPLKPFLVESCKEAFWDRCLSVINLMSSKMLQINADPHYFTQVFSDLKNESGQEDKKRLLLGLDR
Arrestin-AP2 inh = inhibitors of human beta-arrestin and AP2 interaction; FITC-arrestin peptide / GST-AP2 beads, flow cytometry; AP2 beta2 appendage carries R879A mutation; inhibition, % at 10 µM; hit rate 0.31% among 340,000;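 active = inhibition above a set limit, near 3 SD of compounds lacking own fluorescence, cut at about 54% in these data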;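 note: plate controls were DMSO wells for no effect and 5 µM unlabelled arrestin peptide for full effect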
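Assay system: GST-AP2 R879A bound to glutathione beads, E. coli-expressed; Medium: PBS with 0.05% Tween 20 and 0.1% BSA; Also added: fluorescein-tagged arrestin peptide at 50 nM final; Timing: 12 min plus 1 h, RT; Measured by: flow cytometry, FL1 (488/535 nm); Evaluation: percent drop in bead-associated FITC signal.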
SR-BI HDL uptake = blocks mouse SR-BI lipid uptake from DiI-HDL | Q61009 | ldlA[mSR-BI] CHO cells, DiI-HDL uptake fluorescence, 3 h | inhibition, % at 12.5 µM | hit rate 0.96% among 320,000;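 active = mean replicate inhibition of at least 70% and a set share of replicates each scoring 70 or more; inconclusive = meets just one of the two criteria; inactive = fails both criteria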;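 note: 0% = median of neutral control wells and 100% = median of positive control wells; values of inactives mirror those of a sister screen read the other way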
PKA-R1A activ = activators of PKA-R1A complex; P00514+P68181; PKA-R1A dissociation, Cy5-IP20 fluorescence polarization; scaled: DMSO 0%, 113 µM cGMP 100%; activation, % at 11.4 µM; hit rate 0.083% among 340,000; AID 504707;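 active = percent activation above the mean of all tested compounds plus 3 SD, cut at about 19% in these data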;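 note: higher means more PKAc released from R1A so a rise in polarization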
DSG3 Ab inh = inhibitors of pemphigus antibody binding to human desmoglein-3 | P32926 | DSG3-coupled beads, scFv-anti-DSG3-GFP binding, flow cytometry; hits give low values | binding (percent of control), % at 10 µM | hit rate 0.48% among 310,000;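 active = binding more than 3 SD below its plate's average and above zero; inconclusive = below that plate limit but binding exactly zero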;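 note: hits lower antibody fragment binding to DSG3; some compounds called inactive have numbers as strong as hits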
MITF act = activators of MITF-driven TRPM1 promoter activity in SK-MEL-5 cells. AID 588334. activation, % at 12.5 µM. hit rate 0.75% among 300,000. SK-MEL-5 TRPM1-promoter luciferase, 24 h; % of positive control, neutral wells = 0;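 active = mean activation of at least 80% with every replicate also reaching 80%; inconclusive = mean reaches 80% but some replicate falls short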;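 note: 0% = neutral control wells and 100% = parthenolide positive control wells; values of inactives mirror those of a sister screen read the other way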
Mot1-301 SUMO = blocks SUMOylation pathway, rescuing yeast Mot1-301 growth | hit rate 1% among 320,000 | growth rescue, % at 18.8 µM | S. cerevisiae Mot1-301 growth rescue, ATP luminescence, 38.5C; percent above DMSO median, 100 means doubled;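 active = every valid replicate shows activation above 250% relative to neutral control wells; inactive = the rest, any valid replicate at or below 250%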;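 note: OY570 slx delta 5 strain wells were the positive control but not used for scaling; some compounds called inactive have numbers as strong as hits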
PKA-R2B act = activators of human PKA-R2B complex; activation, % at 11.4 µM; hit rate 0.079% among 340,000; P22694+P31323; PKA-R2B holoenzyme dissociation, Cy5-IP20 fluorescence polarization; R2B truncated from residue 108, S112A mutant; 0% DMSO only, 100% 113 µM cGMP;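 active = activation above a cutoff set at the mean over all compounds plus 3 SD, cut at about 18% in these data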;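 note: higher means more holoenzyme dissociation and a rise in polarization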
SR-BI DiI-HDL act = SR-BI HDL lipid transfer activation. CHO ldlA[mSR-BI] cells, DiI-HDL uptake fluorescence, 3 h; 100 = double the neutral-control signal. activation, % at 12.5 µM. hit rate 0.096% among 320,000. AID 504775;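 active = mean replicate activation of at least 60% and every replicate at or above 60%; inconclusive = mean or all-replicate condition met, but not both; inactive = mean below 60% and not all replicates reaching 60%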;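 note: 0% = median plate neutral-control signal and 100% = twice that signal; values of inactives mirror those of a sister screen read the other way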
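material = CHO ldlA[mSR-BI] cells | medium = Ham's F12 with 0.5% BSA, HEPES 25 mM, pH 7.4 | reagent = fluorescent DiI-HDL, 10 µg/mL final | compound dosing = single-point compound dose | incubation = 3 h, 37 °C | measured by = bottom-read fluorescence, 550/595 nm | measure = HDL uptake via cellular fluorescence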
* hit, by the source's call; ? = inconclusive; · = no result given.

Values run as follows: MITF act	PKA-R2B act	NSD2 HMT inh	SR-BI DiI-HDL act	Arrestin-AP2 inh	Mot1-301 SUMO	CDK5 p35 inh	dFosB activator	DSG3 Ab inh	PKA-R1A activ	SR-BI HDL uptake
> CCOC(=O)C(=NCC1CCCO1)NNc1ccccc1Cl (stereo not drawn)
    -6	-5	·	·	-15	201	-1.1	-10	95	-12	·
> O=C(CSc1nc2ccsc2c(=O)n1CC1CCC(C(=O)O)CC1)NCCc1ccc(Cl)cc1 (stereo not drawn)
    4	4	6	20	-9	3	-1.2	-5	·	-4	-20
> COc1cccc(NC(=O)NNC(=O)CN2C(=O)COc3ccccc32)c1
    -14	-2	-2	17	11	2	0.7	-6	113	3	-17
> O=C1CC[C@H](O)CCN1[C@H](CSc1ccccc1)Cc1ccccc1
    19	-20	·	24	11	-6	1.1	3	97	-12	-24
> Oc1ccc(/C=N/N2CCOCC2)c(O)c1O
    -14	0	87*	0	11	-10	1.2	0	95	3	0
> Cc1cc(C)c(N2C(=O)CCCC2=O)c(Cl)c1
    ·	-8	-4	·	1	-8	-1.3	2	111	11	·
> CCN1CCN(C(=S)NC(=O)c2cccs2)CC1
    -1	1	2	5	-10	3	-4.5	-3	97	3	-5
> O=C(CCC(=O)Nc1ccc(Oc2ccccc2)cc1)NCCO
    3	11	0	21	-7	-16	0.8	1	·	2	-21
> Cc1ccc(S(=O)(=O)Cc2ccc(C(=O)N3CCN(c4cc(C)ccc4C)CC3)o2)cc1
    ·	-4	1	20	-2	-9	-0.1	-11	·	4	-20
> O=C(CN1C(=O)NC(Cc2ccccc2)C1=O)Nc1ccccc1OC(F)F (stereo not drawn)
    -4	3	-1	7	34	6	0.4	0	108	-2	-7
> Cc1cccc(N2CCN(C(=O)C3CCN(c4ncnc5c4nc4n5CCCCC4)CC3)CC2C)c1 (stereo not drawn)
    -42	0	9	-71	10	263	0.4	-33	100	8	71*
> COc1cc(C(=O)NCCC(C)C)c([N+](=O)[O-])cc1OC
    3	11	-1	-82	2	5	0.9	1	104	4	82*
> CCOC(=O)C1CCN(c2cc(C)nc3cc(-c4cccc(F)c4)nn23)CC1
    -17	-7	-3	-35	-2	-11	0.6	-13	98	-8	35
> COc1ccc(C(C[N+](=O)[O-])c2c(-c3ccccc3)cc3ccccn23)cc1OC (stereo not drawn)
    ·	0	-3	-18	18	12	0.3	3	·	6	18
> O=C(CNC(=O)c1cccs1)OCC(=O)c1ccc([N+](=O)[O-])cc1
    -11	-2	-2	·	-6	2	-3.3	-8	68	-2	·
> Cc1nnn(-c2nonc2N)c1C(=O)NNC(=O)c1ccc(Cl)c(Cl)c1
    9	-6	1	-5	0	53	0.4	4	95	-16	5
> CC1CCC(NC(=O)CCn2ccc3cc(S(=O)(=O)N4CCCC4)ccc32)CC1 (stereo not drawn)
    3	-9	-3	13	24	17	0.6	-7	105	-9	-13
> CCN1CCN(CCCNC(=O)C2CCN(c3nnc(-n4c(C)ccc4C)s3)CC2)CC1
    13	11	·	21	2	89	-0.9	4	106	-5	-21
> CC(C)(C)c1csc(NC2=NS(=O)(=O)c3ccccc32)n1
    ?	-7	-2	0	5	2	1.1	7	99	10	0
> Fc1cccc(CNc2ncnc3cc(Cl)ccc23)c1F
    -33	-5	0	-27	-9	34	1.1	1	99	-9	27

Profiles, quoted from the list.
Profile of O=C(CCC(=O)Nc1ccc(Oc2ccccc2)cc1)NCCO : MITF act = 3; PKA-R2B act = 11; NSD2 HMT inh = 0; SR-BI DiI-HDL act = 21; Arrestin-AP2 inh = -7; Mot1-301 SUMO = -16; CDK5 p35 inh = 0.8; dFosB activator = 1; DSG3 Ab inh = ·; PKA-R1A activ = 2; SR-BI HDL uptake = -21
Profile of O=C(CNC(=O)c1cccs1)OCC(=O)c1ccc([N+](=O)[O-])cc1 : MITF act = -11; PKA-R2B act = -2; NSD2 HMT inh = -2; SR-BI DiI-HDL act = ·; Arrestin-AP2 inh = -6; Mot1-301 SUMO = 2; CDK5 p35 inh = -3.3; dFosB activator = -8; DSG3 Ab inh = 68; PKA-R1A activ = -2; SR-BI HDL uptake = ·
Profile of CCOC(=O)C(=NCC1CCCO1)NNc1ccccc1Cl (stereo not drawn) : MITF act = -6; PKA-R2B act = -5; NSD2 HMT inh = ·; SR-BI DiI-HDL act = ·; Arrestin-AP2 inh = -15; Mot1-301 SUMO = 201; CDK5 p35 inh = -1.1; dFosB activator = -10; DSG3 Ab inh = 95; PKA-R1A activ = -12; SR-BI HDL uptake = ·

Other compounds
Values run as follows: MITF act	PKA-R2B act	NSD2 HMT inh	SR-BI DiI-HDL act	Arrestin-AP2 inh	Mot1-301 SUMO	CDK5 p35 inh	dFosB activator	DSG3 Ab inh	PKA-R1A activ	SR-BI HDL uptake
> CNC(=O)NC(=S)NC(=O)c1ccc(OC)cc1
    ·	2	·	12	7	-8	0.0	7	102	0	-12
> CC1(C)CC2CC(C)(CN2Cc2c(O)ccc3ccccc23)C1 (stereo not drawn)
    -7	-6	2	20	8	-30	0.6	-1	109	8	-20
> Cc1cc(-c2ccccc2)nc2cc(C(=O)NCCCn3ccnc3)nn12
    13	1	·	·	15	-3	0.1	-28	·	3	·
> CCOC(=O)C1=C(C)N=c2s/c(=C/c3cccc([N+](=O)[O-])c3O)c(=O)n2C1c1ccc(OC)cc1OC (stereo not drawn)
    ·	-5	36	-19	2	-23	-6.2	-7	123	-9	19
> Cc1ccc(S(=O)(=O)N2CCCCC2CCNC(=O)C(=O)NCc2cccnc2)cc1 (stereo not drawn)
    -23	-4	1	21	12	-31	-6.1	-17	105	-6	-21
> CCCCCC1(C)NC(=S)N(c2ccccc2)N1 (stereo not drawn)
    1	0	-11	-7	-14	300*	-1.3	-2	95	-7	7
> COc1ccc(CN(C)C(=O)COC(=O)c2ccc3c(c2)OCO3)cc1OC
    10	3	-4	13	26	9	-1.3	-10	108	2	-13
> O=C(CSc1nc(-c2ccccc2)cc(C(F)(F)F)n1)c1cccc([N+](=O)[O-])c1
    5	11	-2	-56	16	3	0.7	4	101	-9	56
> COc1cc(/C=N\Nc2nc3ccccc3[nH]2)cc(OC)c1OC
    -2	2	-6	-48	23	-1	2.8	16	·	-1	48
> CCOC(=O)C1C2C=CC(CC2)N1c1ccccc1 (stereo not drawn)
    -8	3	·	-7	-2	11	-2.5	-3	105	3	7
> Cn1cnc([N+](=O)[O-])c1S(=O)(=O)Oc1ccccc1
    -36	5	·	5	-8	·	-0.3	-2	·	-2	-5
> N#CCc1nc2c3c4c(sc3ncn2n1)CCCC4
    -18	2	·	-29	7	·	-0.6	3	103	-6	29
> O=C1[C@@H]2CSCN2C(=O)CN1Cc1ccc(F)cc1
    4	5	-1	17	-11	-15	0.4	-1	108	-5	-5
> COc1ccc(NC(=O)CSc2nc3c(c(=O)n(C)c(=O)n3C)n2C)c(OC)c1
    -11	-5	-4	·	9	-12	-1.6	-3	100	4	·
> COc1cc(C2C3=C(CC(c4ccco4)CC3=O)Nc3ccccc3N2C(C)=O)cc(OC)c1OC (stereo not drawn)
    -3	4	8	15	-2	56	0.9	0	115	-14	-15
> CN1C(=O)C2(c3ccccc31)N(C)CC(c1ccccc1)C21SC(=S)N(Cc2ccco2)C1=O (stereo not drawn)
    -13	-1	1	7	25	247	-1.6	-6	99	-7	-7
> COc1cc2nc(NC(=O)c3ccccc3)[nH]c(=O)c2cc1OC
    15	5	2	-69	-7	·	-6.6	-10	93	0	69
> Cc1cccc(C(=O)NN(C)c2nc(-c3ccccc3)nnc2C(F)(F)F)c1
    -18	-1	-4	-3	34	·	-0.4	9	92	-7	3
> Cc1cc(C)c2c(-n3cccc3)c(C(=O)NNS(=O)(=O)c3ccc(Cl)cc3)sc2n1
    3	7	9	13	23	27	-1.0	-2	105	-4	-13
> O=C(COC(=O)c1cc(-c2cccs2)nn1-c1ccccc1)Nc1cc([N+](=O)[O-])ccc1Cl
    8	-6	-3	-2	3	237	0.5	-3	82	-2	2
> CCn1ncc([C@@H]2C[C@H]3CN(Cc4ccccc4C)C(=O)[C@]34CCCN24)c1C
    -19	-3	0	0	13	-10	-0.6	-1	126	8	0
> Cc1cc(C)n(-c2nc3ccccc3c(=O)n2OCc2ccc(Cl)cc2)n1
    -20	4	-2	-21	1	502	-0.2	-11	105	3	21
> CCn1nnnc1SCC(=O)Nc1cc(C)on1
    -1	-13	2	3	27	8	-0.6	3	108	2	-3
> CCCc1cc(=O)oc2cc(C)cc(OCC(=O)NCCCN3CCCC3=O)c12
    -3	2	-3	-17	-10	19	3.3	-11	99	-6	17
> CCOc1ccc(NC(C(=O)Nc2cccc(C(C)=O)c2)c2ccccc2)cc1 (stereo not drawn)
    9	-1	0	-14	6	-28	-1.1	-14	97	-4	14
> CC1Cc2cc(S(=O)(=O)N3CCN(c4ccccc4)CC3)ccc2N1C(=O)C1CC1 (stereo not drawn)
    -7	-10	3	5	-7	-3	·	1	101	-3	-5
> c1ccc(CCCc2nc(-c3ccccn3)no2)cc1
    70	1	-1	-7	-5	-4	1.7	-4	124	-8	7
> CC1CCCN(C(=O)CN(c2ccccc2)S(=O)(=O)c2ccc(F)cc2)C1 (stereo not drawn)
    -6	10	-5	27	17	-11	-1.3	-10	·	-3	-27

Structural class, the entries above with a CF3 group.
Values run as follows: MITF act	PKA-R2B act	NSD2 HMT inh	SR-BI DiI-HDL act	Arrestin-AP2 inh	Mot1-301 SUMO	CDK5 p35 inh	dFosB activator	DSG3 Ab inh	PKA-R1A activ	SR-BI HDL uptake
> O=C(CSc1nc(-c2ccccc2)cc(C(F)(F)F)n1)c1cccc([N+](=O)[O-])c1
    5	11	-2	-56	16	3	0.7	4	101	-9	56
> Cc1cccc(C(=O)NN(C)c2nc(-c3ccccc3)nnc2C(F)(F)F)c1
    -18	-1	-4	-3	34	·	-0.4	9	92	-7	3
